Autophagy mod: alters autophagy in cells; MEF GFP-LC3 puncta imaging; test concentration mostly 10 µM; calls only at 10 µM (by protocol); hit rate 0.98% among 190,000; AID 463193;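 active = percentage of spot-positive cells more than 3 SD above its plate mean, without a fluorescence outlier flag or 80% toxicity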;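 also: spot-positive cell cutoff set from DMSO-treated cells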
Insulin prom up: MIN6 insulin promoter up-regulation. MIN6 insulin promoter-GFP reporter, high-content imaging; stronger effect = higher value. hit rate 0.3% among 190,000. z-score at 5 µM;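 active = z-score above 3 at 5 µM with at least 500 cells counted in the well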
bCat nuc transl: beta-catenin nuclear translocation modulation. HeLa beta-catenin nuclear translocation, immunofluorescence imaging. nuclear translocation activity, % at 5 µM. hit rate 0.3% among 190,000;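 active = nuclear translocation activity above 50% at 5 µM, with a well cell count of 50 or more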;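 also: per-cell ratio of nuclear to cytoplasmic median beta-catenin stain intensity; plate controls were DMSO negative control for no effect and GSK-3 inhibitor IX positive control for full effect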
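Test system: human HeLa cells, endogenous beta-catenin. Times: 24 h compound exposure, 37°C. Measured by: beta-catenin immunofluorescence imaging with DAPI.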
P. falciparum M1AAP: malaria alanyl aminopeptidase activity blockers – biochemical, fluorogenic H-Leu-NHMec substrate, 1536-well (AID 1445). hit rate 0.42% among 220,000. recombinant M1AAP, H-Leu-NHMec fluorogenic kinetic assay; higher % means a stronger effect. inhibition, % at 30 µM, or IC50 in µM where a hit was titrated;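 active = primary inhibition above the hit cutoff, then over 50% inhibition at one or more dose response concentrations, cut at about 23% in these data, passing the limit was not always enough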;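 also: plate controls were DMSO full reaction for no effect and no enzyme background for full effect; strong numbers were not always called active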
CSM14.1 death rescue: rescue of cells from ER stress-induced death, primary screen, 384-well, CSM14.1, thapsigargin, ATP luminescence (AID 1222); CSM14.1 thapsigargin-induced death rescue, ATP luminescence; higher % means a stronger effect; cellular ATP content (survival), % at 20 µM, or EC50 in µM where a hit was titrated; 190,000 tested, under 10 active;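 active = EC50 below 50 µM in the dose-response confirmation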;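 also: death triggered by thapsigargin at about 15 µM added after 2 h compound pretreatment; cell ATP read after overnight thapsigargin exposure of roughly 18 to 22 hours; normalized against plate controls of thapsigargin alone and 5% DMSO vehicle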
Dynein transport: blocks dynein driven cargo transport along microtubules; hit rate 0.47% among 220,000; 3617.4 mouse cells, GR-EGFP nuclear translocation imaging; test concentration mostly 20 µM; stimulated with dexamethasone, 1 µM; stronger effect = lower value; z-score, hits read low;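 active = plate z-score of nuclear minus cytoplasmic receptor signal below a set negative limit, without overly bright fluorescence or cell loss, cut at about -3.5 in these data, passing the limit was not always enough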;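 also: z-score of nuclear minus cytoplasmic ring GR-EGFP intensity difference per well; some compounds called inactive have numbers as strong as hits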
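Buffer or medium: tet-free, stripped-serum medium; Also added: dexamethasone, 1.0 µM final; Technique: high-content fluorescence imaging after fixation; Times: 48 h induction, 1 h compound, 30 min dex at 37 °C; Read-out: per-cell GR-EGFP intensity, nucleus versus surrounding cytoplasmic ring, well-averaged.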
MT stabilizer: stabilizes microtubules in HeLa cells; % tubulin-high responders, % at 10 µM; hit rate 0.83% among 200,000; HeLa tubulin immunostaining HCS, 24 h; share of cells brighter than vehicle mean+2SD;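 active = plate Z-score above 3 for both tubulin-high and condensed-nucleus cell shares, with cell loss under 80%, at 10 µM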;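 also: anti alpha tubulin signal scored within the nucleus-defined area of each cell; some results filed as inactive read as strong as hits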
K1F lysis inhibition: protection from phage-mediated lysis, alamar blue read-out – E. coli UTI89, K1F phage, bacterial capsule biogenesis inhibitors (AID 488966). E. coli UTI89 K1F phage lysis, alamar blue, 2 h; higher % means a stronger effect. inhibition, % at 100 µM; hits with a dose series show IC50 in µM. hit rate 0.02% among 340,000;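 active = phage lysis inhibition, versus mean bacterial control, above a set limit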;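 also: capsule biogenesis inhibitors block K1F phage lysis so surviving cells raise fluorescence; higher fluorescence means more inhibition of phage lysis; actives were called in the ten point dose series up to 300 µM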
P. falciparum M17LAP: P. falciparum M17LAP inhibitors, primary screen, biochemical, fluorogenic H-Leu-NHMec substrate, 1536-well (AID 1619); recombinant M17LAP, H-Leu-NHMec fluorogenic kinetic assay; higher % means a stronger effect; one-dose inhibition, % at 30 µM; IC50 in µM for titrated hits; hit rate 0.38% among 220,000;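 active = compound inhibiting the enzyme by more than half at any dose during confirmatory dose-response retesting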;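 also: plate controls were full reaction with DMSO carrier for no effect and no enzyme background for full effect; strong numbers were not always called active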
Dynein transport cytoplasmic EGFP: recorded beside Dynein transport, whose call it bears; z-score; measured here: cytoplasmic GR-EGFP intensity; stronger effect = higher value
Dynein transport nuclear GR-EGFP: further read-out of Dynein transport, marked with its call; z-score; measured here: nuclear GR-EGFP intensity;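 lower value marks the stronger effect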
Dynein transport cell count: also measured in Dynein transport; calls as there; z-score; measured here: cell count per field
Insulin prom up cell count: recorded beside Insulin prom up, whose call it bears; cell count; measured here: cytotoxicity, nuclei count;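 total cells summed across four imaged fields per well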
bCat nuc transl cell count 5 µM: also measured in bCat nuc transl; calls as there; cell count; measured here: cell count, cytotoxicity flag
MT stabilizer Hoechst-high %: second read-out of MT stabilizer, no call of its own (marks repeat the call); % Hoechst-high responders; measured here: nuclear condensation Hoechst responders;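 share of cells brighter than vehicle mean plus two SD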
MT stabilizer cytotoxicity %: second read-out of MT stabilizer, no call of its own (marks repeat the call); toxicity, %; measured here: cytotoxicity by cell density;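 0% = mean cell density of plate MIN control wells and 100% = no cells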
Autophagy mod cell loss 18 h: recorded beside Autophagy mod, whose call it bears; toxicity, %; measured here: cell loss, nuclei count;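 cell loss after 18 h compound exposure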
Numbers without * were called inactive; [ ] = dose if it differs, or a comment.

Results for O=C(Nc1cc(Cl)ccc1Cl)C1CC(=O)N(c2ccccc2)C1 (stereo unspecified) ?
Autophagy mod: inactive; Insulin prom up: -0.21; bCat nuc transl: -4.9; P. falciparum M1AAP: -5.8%; CSM14.1 death rescue: 1.0%; Dynein transport: -0.187; MT stabilizer: 4.0; K1F lysis inhibition: 0.6%; P. falciparum M17LAP: -2.7%; Dynein transport cytoplasmic EGFP: -0.241; Dynein transport nuclear GR-EGFP: -0.0888; Dynein transport cell count: 0.542; Insulin prom up cell count: 1489; bCat nuc transl cell count 5 µM: 1079; MT stabilizer Hoechst-high %: 0.9; MT stabilizer cytotoxicity %: 9.5; Autophagy mod cell loss 18 h: -22.4

How did CCCNC(=O)Cn1c2ccccc2c2nc(=O)cc(C)n21 do in these assays?
Autophagy mod: inactive; Insulin prom up: 0.94; bCat nuc transl: -6.5; P. falciparum M1AAP: -0.2%; CSM14.1 death rescue: 0.1%; Dynein transport: -1.33; MT stabilizer: 1.5; K1F lysis inhibition: -1.0%; P. falciparum M17LAP: 7.2%; Dynein transport cytoplasmic EGFP: -0.273; Dynein transport nuclear GR-EGFP: -0.53; Dynein transport cell count: 1.06; Insulin prom up cell count: 821; bCat nuc transl cell count 5 µM: 1197; MT stabilizer Hoechst-high %: 4.5; MT stabilizer cytotoxicity %: 10.7; Autophagy mod cell loss 18 h: 6.5

How did COc1cc2c(-c3ccccc3O)nc3c(c(C)nn3-c3ccccc3)c2cc1OC do in these assays?
Autophagy mod: inactive; Insulin prom up: -0.21; bCat nuc transl: 2.9; P. falciparum M1AAP: 4.8%; CSM14.1 death rescue: 3.1%; Dynein transport: 0.861; MT stabilizer: 6.5; K1F lysis inhibition: 4.0%; P. falciparum M17LAP: 5.6%; Dynein transport cytoplasmic EGFP: -0.248; Dynein transport nuclear GR-EGFP: 0.152; Dynein transport cell count: -0.181; Insulin prom up cell count: 1232; bCat nuc transl cell count 5 µM: 1124; MT stabilizer Hoechst-high %: 2.2; MT stabilizer cytotoxicity %: 9.5; Autophagy mod cell loss 18 h: 13.3

What do the screens show for `COc1ccc(-c2nn(-c3ccccc3)cc2/C=N/NC(=S)NC(C)C)cc1OC`?
Autophagy mod: inactive; Insulin prom up: -2.69; bCat nuc transl: 1.0; P. falciparum M1AAP: 5.4%; CSM14.1 death rescue: 2.0%; Dynein transport: 1.88; MT stabilizer: 1.8; K1F lysis inhibition: 2.8%[50 µM]; P. falciparum M17LAP: -10.3%; Dynein transport cytoplasmic EGFP: -0.238; Dynein transport nuclear GR-EGFP: 0.699; Dynein transport cell count: -1.22; Insulin prom up cell count: 1134; bCat nuc transl cell count 5 µM: 1193; MT stabilizer Hoechst-high %: 3.2; MT stabilizer cytotoxicity %: 9.0; Autophagy mod cell loss 18 h: -2.2

What do the screens show for `CSc1ccccc1NC(=O)Cc1ccccc1[N+](=O)[O-]`?
Autophagy mod: inactive; Insulin prom up: 0.04; bCat nuc transl: 1.6; P. falciparum M1AAP: 3.4%; CSM14.1 death rescue: 0.5%; Dynein transport: -0.544; MT stabilizer: 3.0; K1F lysis inhibition: 0.4%; P. falciparum M17LAP: -2.6%; Dynein transport cytoplasmic EGFP: -0.296; Dynein transport nuclear GR-EGFP: -0.0445; Dynein transport cell count: 0.295; Insulin prom up cell count: 1423; bCat nuc transl cell count 5 µM: 935; MT stabilizer Hoechst-high %: 1.8; MT stabilizer cytotoxicity %: 4.5; Autophagy mod cell loss 18 h: 13.5

How did Cc1cc2nc(C3CCN(Cc4nnnn4Cc4cccs4)CC3)[nH]c2cc1C do in these assays?
Autophagy mod: inactive; Insulin prom up: -3.92; bCat nuc transl: -4.5; P. falciparum M1AAP: 5.3%; CSM14.1 death rescue: 6.3%; Dynein transport: 2.26; MT stabilizer: 2.5; K1F lysis inhibition: 7.3%; P. falciparum M17LAP: 1.9%; Dynein transport cytoplasmic EGFP: 0.238; Dynein transport nuclear GR-EGFP: 2.34; Dynein transport cell count: -2.88; Insulin prom up cell count: 686; bCat nuc transl cell count 5 µM: 1185; MT stabilizer Hoechst-high %: 2.7; MT stabilizer cytotoxicity %: 1.2; Autophagy mod cell loss 18 h: 4.8

What do the screens show for `O=S(=O)(c1ccc(OCc2nc3ccccc3s2)c(Cl)c1)N1CCOCC1`?
Autophagy mod: inactive; Insulin prom up: -0.23; bCat nuc transl: -1.2; P. falciparum M1AAP: -3.2%; CSM14.1 death rescue: 0.4%; Dynein transport: 2.65; MT stabilizer: 3.5; K1F lysis inhibition: -0.1%; P. falciparum M17LAP: 1.0%; Dynein transport cytoplasmic EGFP: -0.0278; Dynein transport nuclear GR-EGFP: 2.09; Dynein transport cell count: -1.75; Insulin prom up cell count: 1529; bCat nuc transl cell count 5 µM: 1019; MT stabilizer Hoechst-high %: 4.7; MT stabilizer cytotoxicity %: 4.4; Autophagy mod cell loss 18 h: -12.6

How did COc1cccc(C(=O)O/N=C(\N)c2ccc([N+](=O)[O-])cc2)c1 do in these assays?
Autophagy mod: inactive; P. falciparum M1AAP: 2.6%; CSM14.1 death rescue: 2.6%; Dynein transport: 0.343; MT stabilizer: 2.7; K1F lysis inhibition: 1.9%; P. falciparum M17LAP: 0.9%; Dynein transport cytoplasmic EGFP: -0.215; Dynein transport nuclear GR-EGFP: 0.452; Dynein transport cell count: 1.03; MT stabilizer Hoechst-high %: 1.4; MT stabilizer cytotoxicity %: 8.0; Autophagy mod cell loss 18 h: 15.8

Results for CC(=O)Nc1nnc(SCC(=O)c2ccc(F)cc2)s1 ?
Autophagy mod: inactive; Insulin prom up: 0.14; bCat nuc transl: 0.9; P. falciparum M1AAP: 0.7%; CSM14.1 death rescue: 0.5%; Dynein transport: 0.622; MT stabilizer: 2.0; K1F lysis inhibition: -1.1%; P. falciparum M17LAP: 1.6%; Dynein transport cytoplasmic EGFP: -0.167; Dynein transport nuclear GR-EGFP: 0.455; Dynein transport cell count: -1.27; Insulin prom up cell count: 1146; bCat nuc transl cell count 5 µM: 1530; MT stabilizer Hoechst-high %: 1.6; MT stabilizer cytotoxicity %: 3.1; Autophagy mod cell loss 18 h: -0.5

How did Cc1cccn2cc(CCNC(=O)c3cccs3)nc12 do in these assays?
Insulin prom up: 0.57; bCat nuc transl: -1.4; P. falciparum M1AAP: -8.8%; Dynein transport: 0.843; K1F lysis inhibition: 3.2%; P. falciparum M17LAP: 5.3%; Dynein transport cytoplasmic EGFP: -0.265; Dynein transport nuclear GR-EGFP: 1.15; Dynein transport cell count: -0.49; Insulin prom up cell count: 919; bCat nuc transl cell count 5 µM: 1342

What do the screens show for `O=C(c1ccco1)N1CCN(Cc2cccc([N+](=O)[O-])c2)CC1`?
Autophagy mod: inactive; Insulin prom up: -0.09; bCat nuc transl: -1.9; P. falciparum M1AAP: 5.7%; CSM14.1 death rescue: -1.3%; Dynein transport: -1.24; MT stabilizer: 1.9; K1F lysis inhibition: -0.7%; P. falciparum M17LAP: 4.1%; Dynein transport cytoplasmic EGFP: -0.0343; Dynein transport nuclear GR-EGFP: -0.562; Dynein transport cell count: 0.149; Insulin prom up cell count: 1475; bCat nuc transl cell count 5 µM: 1032; MT stabilizer Hoechst-high %: 3.4; MT stabilizer cytotoxicity %: 3.3; Autophagy mod cell loss 18 h: 0.2

How did NC(=O)CSc1cn(Cc2ccc(F)cc2)c2ccccc12 do in these assays?
Autophagy mod: inactive; Insulin prom up: -0.14; bCat nuc transl: -4.9; P. falciparum M1AAP: 3.9%; CSM14.1 death rescue: -0.4%; Dynein transport: -0.0413; MT stabilizer: 1.5; K1F lysis inhibition: 0.0%; P. falciparum M17LAP: 18.4%; Dynein transport cytoplasmic EGFP: -0.188; Dynein transport nuclear GR-EGFP: -0.59; Dynein transport cell count: 0.104; Insulin prom up cell count: 1518; bCat nuc transl cell count 5 µM: 1082; MT stabilizer Hoechst-high %: 1.3; MT stabilizer cytotoxicity %: 0.4; Autophagy mod cell loss 18 h: -5.1

How did O=C(CCS(=O)(=O)c1cccc2nsnc12)N1CC(=O)N(CCc2ccccc2)C(=O)C1 do in these assays?
Autophagy mod: inactive; Insulin prom up: 0.71; bCat nuc transl: -0.7; P. falciparum M1AAP: 5.2%; CSM14.1 death rescue: -1.2%; Dynein transport: -0.0692; MT stabilizer: 4.0; K1F lysis inhibition: 0.2%; P. falciparum M17LAP: -4.8%; Dynein transport cytoplasmic EGFP: -0.296; Dynein transport nuclear GR-EGFP: 0.608; Dynein transport cell count: 0.136; Insulin prom up cell count: 1833; bCat nuc transl cell count 5 µM: 1010; MT stabilizer Hoechst-high %: 3.1; MT stabilizer cytotoxicity %: 5.0; Autophagy mod cell loss 18 h: -7.5

How did O=C(NCc1cccs1)c1cccc(Nc2nc3ccc(Br)cc3[nH]2)c1 do in these assays?
Autophagy mod: inactive; Insulin prom up: 0.1; bCat nuc transl: 3.7; P. falciparum M1AAP: -1.5%; CSM14.1 death rescue: -2.7%; Dynein transport: -0.52; MT stabilizer: 2.4; K1F lysis inhibition: 1.0%; P. falciparum M17LAP: 1.1%; Dynein transport cytoplasmic EGFP: -0.055; Dynein transport nuclear GR-EGFP: 0.142; Dynein transport cell count: -0.124; Insulin prom up cell count: 1859; bCat nuc transl cell count 5 µM: 966; MT stabilizer Hoechst-high %: 1.5; MT stabilizer cytotoxicity %: 3.8; Autophagy mod cell loss 18 h: -16.2

Screening results (PubChem BioAssay)
